Screening results deposited in PubChem by National Center for Advancing Translational Sciences (NCATS).
aSyn yeast inh = inhibitors of alpha-synuclein toxicity in yeast; Yeast expressing alpha-synuclein, growth rescue, BacTiter-Glo, 24 h; hit rate 0.14% among 370,000; AID 652106; Potency, µM (series often up to 46.1 µM), for inactives: at the highest dose growth rescue (activation), usual class: activators; note: potency is the fitted concentration of half-maximal effect; % of control where 0% means no effect; nearly all actives have a fitted effect of over 65% in size
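Readout is rescue of growth in alpha-synuclein-expressing yeast, so inhibitors of toxicity appear as activators. Growth after 24 hr at 30 deg C in galactose medium is quantified by luminescence.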
FUS suppressor = FUS proteinopathy suppression in yeast | S. cerevisiae FUS-expressing, growth rescue, OD600, 24 h | Potency, µM (series often up to 76.6 µM), without a hit: at the highest dose growth rescue (activation), hits mostly activators | hit rate 0.24% among 390,000;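 note: potency is the fitted concentration of half-maximal effect; plate controls were DMSO vehicle for no effect and reference control for full effect; nearly all actives have a fitted effect of over 55% in size; some results filed as inactive show a strong effect at the top dose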
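Toxicity suppression screen in FUS-yeast. Cells induced with 2% galactose, starting OD 0.005, treated 24hr at 30C with compounds at multiple final concentrations; growth by OD600.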
Abeta yeast res = restores growth of yeast expressing A-beta42 peptide. hit rate 0.063% among 410,000. Potency, µM (series often up to 46.1 µM), for the others: top-dose growth rescue, actives largely listed as activators. yeast expressing A-beta42, growth rescue, OD600, 48 h; response scale: 0% DMSO, 100% iron-clioquinol control; note: potency is the fitted concentration of half-maximal effect; nearly all actives have a fitted effect of over 55% in size
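Yeast growth medium received pinned compounds, then yeast cells expressing toxic A-beta were added; plates incubated at 30 C for 48 hr. Growth read as absorbance at 600 nm, normalized to DMSO and equimolar FeCl3 plus clioquinol controls.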
pAkt inh = blocks phosphorylation of Akt. hit rate 0.32% among 360,000. AID 651550. activity change, % for hits at 50 µM. Neuro2A IGF-stimulated pAkt S473 HTRF, 20 min; stronger effect = lower value; in the data active = activity change below about -80%; inconclusive = mostly about -51% to -80%; note: % is set by controls: 0 for no effect and ±100 for the full control effect
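Single-point screen (50 µM final compound) in Neuro2A cells stimulated 20 min with 6 nM IGF at 37 deg C. After lysis, Ser473-phosphorylated Akt read by HTRF (ex 330 nm, em 615/665 nm) as the 665/615 ratio.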
TDP43 rescue = rescues yeast growth from TDP-43 toxicity | TDP-43 expressing yeast growth rescue, BacTiter-Glo, 24 h | Potency, µM (titrated, usually from 46.1 µM), for the others: top-dose growth rescue (activation), most hits filed as activators | hit rate 1.8% among 410,000; note: potency is the fitted concentration of half-maximal effect; % of control where 0% means no effect; nearly all actives have a fitted effect of over 50% in size
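Yeast cells expressing TDP-43 under galactose induction are exposed to compounds for 24 hr at 30 deg C. BacTiter-Glo luminescence measures growth, so protective compounds score as activators.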
PTHR1 agonist = agonists of human PTHR1 parathyroid hormone receptor; Q03431; HEK293 GP2 PTHR1 cells, GloSensor cAMP luminescence, 1 h; Potency, µM (highest dose often 115 µM), inactives show at the top dose activation, hits mostly activators; hit rate 0.075% among 410,000; AID 743266; note: potency is the fitted concentration of half-maximal effect; nearly all actives have a fitted effect of over 55% in size; some results filed as inactive show a strong effect at the top dose; inactives centre near -15; many of its hits are not listed in these tables
Target sequence (Q03431 whole entry, looked up): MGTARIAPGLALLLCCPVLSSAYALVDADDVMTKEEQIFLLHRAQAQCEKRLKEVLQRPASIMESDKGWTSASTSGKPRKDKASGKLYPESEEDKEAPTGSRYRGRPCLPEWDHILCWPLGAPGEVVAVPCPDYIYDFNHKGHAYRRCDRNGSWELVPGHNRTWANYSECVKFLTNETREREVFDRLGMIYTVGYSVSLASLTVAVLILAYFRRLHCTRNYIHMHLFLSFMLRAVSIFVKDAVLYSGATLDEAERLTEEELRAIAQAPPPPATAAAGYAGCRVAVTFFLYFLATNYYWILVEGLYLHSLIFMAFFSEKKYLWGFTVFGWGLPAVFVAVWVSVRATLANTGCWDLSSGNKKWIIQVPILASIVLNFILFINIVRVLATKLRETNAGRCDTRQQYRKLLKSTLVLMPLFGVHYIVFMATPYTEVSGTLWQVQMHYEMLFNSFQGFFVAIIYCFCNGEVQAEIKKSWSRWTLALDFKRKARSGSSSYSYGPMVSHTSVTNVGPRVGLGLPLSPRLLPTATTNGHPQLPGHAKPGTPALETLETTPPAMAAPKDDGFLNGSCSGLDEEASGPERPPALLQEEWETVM
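HEK-293-derived GP2 cells expressing PTHR1 and a GloSensor cAMP reporter, 3,000/well, plated overnight, given luciferin plus IBMX (each 0.5 mM as added) for 1 h at 37 °C, then compound for 1 h at 37 °C. Luminescence was read after 15 min at room temperature.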
DRD3 antagonist = D3 dopamine receptor (human) antagonism. P35462. D3R cells, DiscoveRx beta-arrestin luminescence, antagonist mode; stronger effect = lower value. max response, negative = inhibition, %. hit rate 2.5% among 360,000; in the data active = max response below about -50%; inconclusive = no clear call, values can overlap the other calls; note: % is set by controls: 0 for no effect and ±100 for the full control effect; mostly tested at two doses, the higher about 12 µM
Target sequence (P35462 whole entry, looked up): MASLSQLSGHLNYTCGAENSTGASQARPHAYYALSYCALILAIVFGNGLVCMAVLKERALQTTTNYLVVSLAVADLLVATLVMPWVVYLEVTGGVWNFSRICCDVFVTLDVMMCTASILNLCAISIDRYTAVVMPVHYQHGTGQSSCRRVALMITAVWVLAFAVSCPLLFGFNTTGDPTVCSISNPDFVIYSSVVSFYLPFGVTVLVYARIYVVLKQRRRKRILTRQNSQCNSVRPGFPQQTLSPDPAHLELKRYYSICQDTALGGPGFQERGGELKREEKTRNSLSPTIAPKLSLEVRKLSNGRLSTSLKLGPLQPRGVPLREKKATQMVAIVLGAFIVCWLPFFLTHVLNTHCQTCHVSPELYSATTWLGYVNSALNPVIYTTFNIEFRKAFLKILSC
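Cells expressing the human receptor were seeded at 1500 cells/well, incubated overnight at 37 degrees C in 5% CO2, then exposed to library compounds with dopamine controls for 90 minutes at 37 degrees C before luminescent detection.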
GLP-1R agonist = agonists of human GLP-1 receptor; hit rate 0.007% among 380,000; Potency, µM (doses to about 45.6 µM), inactives show top-dose activation, actives largely listed as activators; P43220; HEK293 GLP-1R CRE-luciferase, luminescence, 4-6 h; cells express a hypersensitive GLP-1R form; note: potency is the fitted concentration of half-maximal effect; % of control where 0% means no effect
GLP1R inv ag = acts as inverse agonist at human GLP-1 receptor | P43220 | Potency, µM (highest dose often 38.3 µM), for the others: top-dose activity change, negative = inhibition, most hits filed as inhibitors | hit rate 1.6% among 410,000 | HEK293 GLP-1R CRE-luciferase, luminescence, 24 h; GLP-1R form is constitutively active; note: potency is the fitted concentration of half-maximal effect; % is set by controls: 0 for no effect and ±100 for the full control effect; nearly all actives have a fitted effect of over 55% in size
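Cells are plated, allowed 12 hours at 37 deg C, then treated with compounds for 24 hr before luciferase detection reagent is added and luminescence is read after 12 min at room temperature. The HEK293 line carries constitutively active GLP-1R with a cAMP-responsive reporter.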
* = called active by the depositor; i = inactive; ? = inconclusive; . = no result given; [ ] = remark or other dose. Unless noted, calls come from the whole dose curve; as a rule, active = well fitted curve in the direction sought with a large enough effect; inconclusive = small, poorly fitted or top-dose-only effect, or another doubt; inactive = no such curve, though single readings can be large; an effect the other way counts as inactive or inconclusive. Only part of the results is shown (hit frequency here may not be typical).

SMILES	aSyn yeast inh	FUS suppressor	Abeta yeast res	pAkt inh	TDP43 rescue	PTHR1 agonist	DRD3 antagonist	GLP-1R agonist	GLP1R inv ag
Cc1nc(CC(=O)NNS(=O)(=O)c2ccc3ccccc3c2)cs1	1%	15%	15%	i	-1%	i	13	-2%	-10%
CN(CCO)c1ncnc2nc[nH]c12	8%	21%	-3%	i	13%	3%	-8	2%	10%
CCOc1ccc2oc(C(=O)OCC(=O)NC(=O)NC)c(C)c2c1	0%	-10%	5%	i	-3%	-1%	-6	-4%	7%
Nc1nc(SCC(=O)Nc2ccc(C(F)(F)F)cc2)[nH]c(=O)c1NC(=O)c1ccc(F)c(F)c1	-2%	6%	-4%	i	1%	-38%[inhibitor]	15	1%	-14%
CCCC(=O)Nc1nnc(-c2ccc(Cl)s2)o1	-2%	10%	-6%	i	18%	i	-25	-3%	-6%
Cc1ccccc1C(=O)c1c[nH]c(C(=O)NCc2cccs2)c1	-5%	-4%	6%	i	-1%	-5%	0	1%	-17%
Cc1ccc2c(CN3CCN(S(=O)(=O)c4ccc5c(c4)OCCO5)CC3)cc(=O)oc2c1C	0%	36%	4%	i	5%	-80%[inhibitor][57.5 µM]	-5	-5%	-3%
COc1ccc(Nc2nnc(SCC(=O)Nc3ccc4[nH]c(=O)[nH]c4c3)s2)cc1	-14%	22%	-15%	i	-15%	i	8	-4%	2%
O=C(Nc1ccc(F)cc1)C1CCN(S(=O)(=O)c2ccc3[nH]c(=O)oc3c2)CC1	-3%	1%	13%	i	2%	i	1	2%	9%
COc1ccc(NC(=O)NCCc2cccc(Cl)c2)cc1OC	-23%	-8%	8%	i	2%	i	-14	-1%	0%
CCN1CCN(S(=O)(=O)c2ccc(Cl)c(C(=O)N(C)Cc3ccc(Cl)cc3Cl)c2)CC1	1%	4%	11%	i	6%	-35%[inhibitor]	?	2%	?
CCOC(=O)c1c(C)oc2c1cc(NS(=O)(=O)c1ccc(C)cc1)c1ccccc12	.	2%	-5%	.	18%	-46%[inhibitor]	.	.	19%
O=C(O)c1ccccc1N1C(=O)c2cccc3cccc(c23)C1=O	2%	4%	2%	i	-10%	i	4	-11%	9%
Cc1ccc(NC(=O)CN2C(=O)NC3(CCCCCCC3)C2=O)cc1C	-12%	.	2%	i	0%	i	9	1%	?
O=C(CNC(=O)c1cccs1)NCC(=O)OCc1ccccc1Br	-2%	0%	-7%	i	10%	i	-13	6%	-9%
O=C(Cc1ccccc1)NCC(=O)Nc1cccc(Cl)c1	6%	12%	6%	i	4%	i	3	1%	?
Cc1ccc(S(=O)(=O)N2CCN(C(=O)COC(=O)Cc3ccc(Cl)cc3)CC2)c(C)c1	7%	?	4%	i	?	-25%	5	-7%	-3%
Cc1ccc(NC(=O)CCl)c(C)c1	-9%	-3%	-21%	i	-1%	-3%	-1	-1%	32%[activator]
CCN(CC)CCCN(C(=O)c1ccco1)c1nc(-c2ccc(Cl)cc2)cs1	-1%	5%	-13%	i	1%	i	-50*	7%	?
CCCc1cc(=O)[nH]c(SCC(=O)Nc2cccc(S(=O)(=O)N3CCCCC3)c2)n1	10%[1.84 µM]	10%	-2%	i	-17%	-9%	8	-7%	3%
O=C(CCc1ccccc1)N1CCN(c2ccc(F)cc2)CC1	4%	19%	6%	i	.	i	8	1%	-17%
Cn1[nH]c(CSc2ccc(Cl)cc2)cc1=O	-1%	8%	-23%	i	7%	-2%	1	3%	-3%
N#CCc1ccc(NC(=O)c2ccc(CN3CCc4ccccc4C3)cc2)cc1	0%	-8%	-12%	i	-4%	-54%[inhibitor]	-53*	-2%	-12%
COc1cc(/C=N/NC(N)=O)c(Br)cc1OCC(=O)Nc1ccccc1C	-8%	-8%	-4%	i	-1%	-3%[57.5 µM]	35	4%	7%
O=C(Nc1ccc(N2CCN(Cc3ccccc3)CC2)cc1)c1ccccc1[N+](=O)[O-]	-3%	-4%	-8%	i	-16%	14%	?	9%	-16%
CCCNC(=O)C1(C)CCN(C(=O)c2c(F)ccc(C)c2F)C1 (stereo not given)	0%	-22%	-8%	i	14%	-9%	20	-6%	19%
CSc1ccc(C2c3[nH]c4ccccc4c3CCN2C(=O)CCc2ccccc2)cc1 (stereo not given)	.	11%	12%	.	2%	-22%	.	.	?
Cc1ccc2nc(SCc3cccc([N+](=O)[O-])c3)nc(C)c2c1	16%	-1%	5%	i	-6%	-16%[57.5 µM]	-1	-18%	?
CCOC(=O)CSc1nc2c(c(-c3ccc(C)o3)c1C#N)CCCC2	4%	16%	-9%	i	17%	-24%	31	7%	-3%
COc1ccccc1C1=NOC(Cn2c(NCC3CCCO3)nc3c2c(=O)n(C)c(=O)n3C)C1 (stereo not given)	0%	-12%	3%	i	2%	i	9	1%	1%
COc1ccc(NC(=O)CCn2nnc(-c3ccc(C)cc3)n2)cc1OC	0%	-10%	8%	i	0%	-9%[57.5 µM]	14	1%	?
Cc1cccc(-c2n[nH]c([N+](=O)[O-])n2)c1	-7%	36%	-11%	i	5%	-50%[inhibitor][57.5 µM]	13	-6%	0%
CN1CCCC(OC(=O)c2ccc(Cl)cc2)C1 (stereo not given)	-2%	3%	12%	i	-14%[1.82 µM]	-2%	-15	4%	-21%
Cc1ccc(S(=O)(=O)Nc2cccc3c2O[C@@H](CN(C)C(=O)Nc2ccc4c(c2)OCO4)[C@H](C)CN([C@@H](C)CO)C3=O)cc1	-3%	?	-14%	i	-8%	-32%	7	0%	6%
O=C1N(c2ccccc2)C[C@@H]2C[C@@H](c3cccs3)N3CCC[C@@]123	10%	6%	2%	i	8%	-19%	-11	-2%	?
COc1ccc(Cc2n[nH]c(=S)n2Cc2ccccc2)cc1Cl	0%	?	14%	i	18%	-25%	0	14%	-19%

Part of the list above, in markdown:
| Compound | aSyn yeast inh | FUS suppressor | Abeta yeast res | pAkt inh | TDP43 rescue | PTHR1 agonist | DRD3 antagonist | GLP-1R agonist | GLP1R inv ag |
| --- | --- | --- | --- | --- | --- | --- | --- | --- | --- |
| Cc1nc(CC(=O)NNS(=O)(=O)c2ccc3ccccc3c2)cs1 | 1% | 15% | 15% | i | -1% | i | 13 | -2% | -10% |
| CN(CCO)c1ncnc2nc[nH]c12 | 8% | 21% | -3% | i | 13% | 3% | -8 | 2% | 10% |
| CCOc1ccc2oc(C(=O)OCC(=O)NC(=O)NC)c(C)c2c1 | 0% | -10% | 5% | i | -3% | -1% | -6 | -4% | 7% |
| Nc1nc(SCC(=O)Nc2ccc(C(F)(F)F)cc2)[nH]c(=O)c1NC(=O)c1ccc(F)c(F)c1 | -2% | 6% | -4% | i | 1% | -38%[inhibitor] | 15 | 1% | -14% |
| CCCC(=O)Nc1nnc(-c2ccc(Cl)s2)o1 | -2% | 10% | -6% | i | 18% | i | -25 | -3% | -6% |
| Cc1ccccc1C(=O)c1c[nH]c(C(=O)NCc2cccs2)c1 | -5% | -4% | 6% | i | -1% | -5% | 0 | 1% | -17% |
| Cc1ccc2c(CN3CCN(S(=O)(=O)c4ccc5c(c4)OCCO5)CC3)cc(=O)oc2c1C | 0% | 36% | 4% | i | 5% | -80%[inhibitor][57.5 µM] | -5 | -5% | -3% |
| COc1ccc(Nc2nnc(SCC(=O)Nc3ccc4[nH]c(=O)[nH]c4c3)s2)cc1 | -14% | 22% | -15% | i | -15% | i | 8 | -4% | 2% |
| O=C(Nc1ccc(F)cc1)C1CCN(S(=O)(=O)c2ccc3[nH]c(=O)oc3c2)CC1 | -3% | 1% | 13% | i | 2% | i | 1 | 2% | 9% |

New compounds follow
SMILES	aSyn yeast inh	FUS suppressor	Abeta yeast res	pAkt inh	TDP43 rescue	PTHR1 agonist	DRD3 antagonist	GLP-1R agonist	GLP1R inv ag
O=C1c2cccc(OCC(=O)N3CCCc4ccccc43)c2CCN1Cc1cccnc1	1%	14%	-3%	i	-16%[9.22 µM]	-33%[inhibitor]	2	6%	-15%
NCC1OC(n2cnc3c(N)ncnc32)CC1O (stereo not given)	-4%	.	-7%	i	-3%	12%	-16	0%	12%
C#CCO[C@@H]1C[C@H](n2ccc(NC(=O)c3ccccc3)nc2=O)O[C@@H]1CO	-1%	-35%	-1%	i	20%	i	7	-1%	-6%
CCOC(=O)Cc1csc(NS(C)(=O)=O)n1	-9%	-27%	5%	i	-18%	-8%[57.5 µM]	7	8%	-18%
Cn1c(N)c(C(=O)COC(=O)/C=C/c2ccccc2)c(=O)n(C)c1=O	6%	4%	0%	i	18%	-36%[inhibitor]	18	9%	4%
CCCCN1C(=O)C(=O)N(CC(=O)Nc2cccc(C(C)=O)c2)C1=O	2%	-15%	-6%	i	20%	-13%	2	-6%	7%
CC1=C2C3OC(=O)C(C)C3CCC2(C)C=C(Br)C1=O (stereo not given)	-1%	-26%	-2%	i	21%	-1%	-6	-5%	4%
COc1ccc(/C=C2\Oc3cc(OC(=O)N4CCOCC4)ccc3C2=O)c(OC)c1	-1%	3%	-2%	i	-7%	-18%	-14	7%	9%
CCOc1ccc(-c2noc(CSc3nnc(Cc4ccccc4)n3-c3cccc(C)c3)n2)cc1	.	42%	2%	.	5%	-55%[inhibitor]	.	.	?
COc1ccc(CC(=O)Nc2ccc(S(=O)(=O)Nc3cc(OC)nc(OC)n3)cc2)cc1	0%	?	-9%	i	-11%	-4%	-12	1%	6%
CCC(NC(=O)c1ccccc1Br)c1ccccc1 (stereo not given)	-2%	7%	-1%	i	2%	-23%	1	7%	10%
C=CCSc1nsc(N)n1	26%	2%	-4%	i	-2%	i	12	0%	10%
CC(C)C[C@H]1CNC(=O)C(=O)N1C[C@H](Cc1ccc(O)cc1)NC(=O)Cc1ccccc1	-4%	-7%	-16%	i	2%	-18%	13	7%	-5%
OCCN1CCN(CCO)C1=S	-3%	18%	6%	i	-15%	-3%	-7	6%	8%
CCOc1ccc(C(=O)OC2CCN(C)CC2)cc1	0%	-8%	16%	i	-3%	i	-7	1%	4µM*
